FLuc inh counter – Photinus pyralis luciferase inhibition counter-screen; ATPLite firefly luciferase biochemical luminescence, 10 min; inhibition, % at 10 µM; hit rate 1.5% among 200,000;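 active means inhibition above about 50% when tested at 10 µM, limit read from the data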
Target sequence (P08659 whole entry, looked up): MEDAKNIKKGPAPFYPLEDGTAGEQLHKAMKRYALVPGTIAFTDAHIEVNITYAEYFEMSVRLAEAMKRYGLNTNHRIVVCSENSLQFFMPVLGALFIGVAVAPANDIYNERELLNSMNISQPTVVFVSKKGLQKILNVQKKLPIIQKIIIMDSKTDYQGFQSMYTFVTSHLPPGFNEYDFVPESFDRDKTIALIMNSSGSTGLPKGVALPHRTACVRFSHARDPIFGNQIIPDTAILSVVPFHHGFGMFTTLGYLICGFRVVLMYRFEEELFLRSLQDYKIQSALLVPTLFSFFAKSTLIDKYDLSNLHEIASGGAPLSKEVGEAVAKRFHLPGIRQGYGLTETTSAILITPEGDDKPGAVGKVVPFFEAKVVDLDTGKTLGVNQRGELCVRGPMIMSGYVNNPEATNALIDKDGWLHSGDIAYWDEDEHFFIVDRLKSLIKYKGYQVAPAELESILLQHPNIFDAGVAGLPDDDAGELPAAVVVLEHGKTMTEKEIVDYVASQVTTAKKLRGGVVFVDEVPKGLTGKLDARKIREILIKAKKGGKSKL
PMI act satM6P – activators of human phosphomannose isomerase at near-saturating mannose 6-phosphate. P34949. coupled PMI enzyme assay, resazurin fluorescence, 20 min; stronger effect = higher value; 1 = untreated enzyme, 0 = substrate-free blank. activation factor at 20 µM. hit rate 0.34% among 190,000. AID 1216;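 active means activation factor of 2 or more at 20 µM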
Target sequence (P34949 whole entry, looked up): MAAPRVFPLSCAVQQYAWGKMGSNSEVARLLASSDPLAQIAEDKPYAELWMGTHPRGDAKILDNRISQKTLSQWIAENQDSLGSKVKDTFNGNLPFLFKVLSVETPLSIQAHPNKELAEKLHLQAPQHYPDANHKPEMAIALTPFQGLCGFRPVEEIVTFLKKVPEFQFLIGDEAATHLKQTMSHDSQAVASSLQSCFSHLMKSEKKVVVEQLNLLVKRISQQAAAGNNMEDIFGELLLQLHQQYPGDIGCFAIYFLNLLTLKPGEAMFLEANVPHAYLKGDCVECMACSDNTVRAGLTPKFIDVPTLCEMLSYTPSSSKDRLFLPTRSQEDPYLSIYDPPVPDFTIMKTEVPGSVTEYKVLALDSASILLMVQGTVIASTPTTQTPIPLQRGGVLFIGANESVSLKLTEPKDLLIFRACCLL
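Material: human phosphomannose isomerase with PGI, G6PDH, diaphorase coupling enzymes / Reagent: Man-6-P substrate 1.0 mM / Dosing: single compound dose of 20 µM, 1% DMSO final / Incubation: enzyme reaction with compound 20 min at room temperature / Signal: resorufin fluorescence (Ex 544/Em 590 nm) from resazurin via diaphorase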
bIAP act – increases bovine intestinal alkaline phosphatase activity. purified bovine IAP, CDP-star luminescence, 30 min; stronger effect = higher value; fold of DMSO-control signal, blank-subtracted. activation factor at 20 µM. hit rate 0.17% among 200,000;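 active means activation factor of 2 or more at 20 µM, a signal rise over negative controls twice the positive control's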
NF-kB neuron act – NF-kB expression increase, human neuronal cells; NF-kB reporter expression; stronger effect = higher value; fold change at 12.5 µM; hit rate 1.6% among 190,000; in the data active means fold change above about 3.3
TNAP act hi DEA – increases human TNAP activity under high phosphate acceptor concentration | P05186 | purified TNAP, CDP-star luminescence, 1 M DEA, 30 min; stronger effect = higher value; 0 = EDTA background, 1 = DMSO-only activity | activation factor at 20 µM | 200,000 tested, under 10 active;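 active means activation factor at least 2 at 20 µM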
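Test system – human TNAP · Doses – 20 µM single point · Incubation – 30 min, room temperature · Signal – luminescent substrate turnover signal · Read-out basis – activation factor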
TNAP inh no acc – inhibitors of human TNAP without phosphate acceptor. P05186. AID 1012. inhibition, % at 20 µM. hit rate 0.26% among 200,000. purified TNAP, CDP-star luminescence, 30 min;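 active means tissue-nonspecific alkaline phosphatase inhibition above about 50% at 20 µM in the single-dose screen, limit read from the data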;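 further: 0% = DMSO negative control and 100% = EDTA positive control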
TNAP inh hiacc – TNAP (human) inhibition, high acceptor; P05186; hit rate 0.03% among 200,000; purified TNAP, CDP-star luminescence, 1 M DEA; inhibition, % at 20 µM; AID 1135;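 active means over 50% inhibition of tissue-nonspecific alkaline phosphatase at 20 µM in the single-dose screen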;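 further: plate controls were DMSO wells for no effect and EDTA-quenched wells as full inhibition for full effect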
FLuc act counter – affects firefly luciferase, flagging false hits in luciferase stimulation screens. ATPlite luciferase biochemical, luminescence, 10 min; 0 = ATP-free wells, 1 = DMSO control. activation factor at 10 µM. 200,000 tested, under 10 active. AID 1027;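 active means luciferase activation factor, scaled between plate controls, of at least 2 with compound at 10 µM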
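System: cell-free luciferase reagent; medium: PBS as buffer for the ATP substrate; doses: test compounds dosed from 2 mM stocks in 100% DMSO; incubation: 10 min, room temperature; measured by: luminescence from luciferase reaction; read-out: luciferase activation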
PMI act – activators of human phosphomannose isomerase; purified human PMI, coupled resazurin fluorescence, 20 min; stronger effect = higher value; 1 = vehicle control, 0 substrate-free wells; AID 1214; hit rate 0.005% among 190,000; activation factor at 20 µM; P34949;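 active means activation factor of 2 or more at 20 µM, relative to plate controls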
APP 5'UTR act – activates APP 5'UTR luciferase reporter; SH-SY5Y APP 5'UTR luciferase reporter, luminescence; zero percent = DMSO vehicle wells; activation, % at 2 µM; hit rate 1% among 190,000; AID 1276;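 active means activation above a set limit, based on mean plus 3 SD of controls, cut at about 140% in these data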; further: values of inactives mirror those of a sister screen read the other way
Active calls of the source: *.

Screening CSC1=NSC2=NC(=O)/C(=C/c3coc4ccccc4c3=O)C(=N)N12 returned FLuc inh counter -2, PMI act satM6P 1.9, bIAP act 1, NF-kB neuron act 1.4, TNAP act hi DEA 1, TNAP inh no acc -1, TNAP inh hiacc 2, FLuc act counter 1, PMI act 1.4 and APP 5'UTR act 10.
NC(=S)N/N=C/c1ccc(-c2cccc([N+](=O)[O-])c2)o1 was read as FLuc inh counter 14, PMI act satM6P 1.2, bIAP act 0.9, NF-kB neuron act 1, TNAP act hi DEA 1, TNAP inh no acc 8, TNAP inh hiacc 2, FLuc act counter 0.9, PMI act 1.1 and APP 5'UTR act -3.
Cc1cc[n+](-c2ccccc2)c2ccccc12 was read as FLuc inh counter -2, PMI act satM6P 0.9, bIAP act 1, NF-kB neuron act 1.2, TNAP act hi DEA 1, TNAP inh no acc -3, TNAP inh hiacc -1, FLuc act counter 1, PMI act 1.2 and APP 5'UTR act 13.
For COc1ccc(NC(=O)CSc2nnc(-c3cccs3)n2-c2ccccc2)cc1 the results were FLuc inh counter -4, PMI act satM6P 1, bIAP act 0.8, NF-kB neuron act 0.88, TNAP act hi DEA 1, TNAP inh no acc -17, TNAP inh hiacc -2, FLuc act counter 1, PMI act 1 and APP 5'UTR act -8.
CCN(CC)C(=O)Cn1cc(C(=O)C2CC2)c2ccccc21 was read as FLuc inh counter -4, PMI act satM6P 1, bIAP act 1, NF-kB neuron act 0.92, TNAP act hi DEA 1.1, TNAP inh no acc -9, TNAP inh hiacc -7, FLuc act counter 1, PMI act 1 and APP 5'UTR act -21.
CN(C)C(=O)c1ccccc1Sc1ccc(Cl)cc1Cl was read as FLuc inh counter -3, PMI act satM6P 1, bIAP act 0.9, NF-kB neuron act 0.99, TNAP act hi DEA 1.1, TNAP inh no acc -15, TNAP inh hiacc -5, FLuc act counter 1, PMI act 1 and APP 5'UTR act 1.
For Cc1ccc(Cl)cc1-n1c(=O)cc(N2CC(C)OC(C)C2)[nH]c1=O (stereo not given) the results were FLuc inh counter -3, PMI act satM6P 1, bIAP act 1.1, NF-kB neuron act 1.2, TNAP act hi DEA 1, TNAP inh no acc -12, TNAP inh hiacc 1, FLuc act counter 1, PMI act 1 and APP 5'UTR act -6.
`CC(C)c1nc(NCCN2CCOCC2)c(C#N)c2c1COC(C)(C)C2` gave FLuc inh counter -5, PMI act satM6P 0.9, bIAP act 1, NF-kB neuron act 0.89, TNAP act hi DEA 1, TNAP inh no acc -8, TNAP inh hiacc -3, FLuc act counter 1.1, PMI act 1 and APP 5'UTR act -2.
Screening CC(C)(CO)CNC(=O)CC1C(=O)NCCN1CC(c1ccccc1)c1ccccc1 (stereo not given) returned FLuc inh counter -4, PMI act satM6P 0.8, bIAP act 1.1, NF-kB neuron act 1.3, TNAP act hi DEA 1, TNAP inh no acc -2, TNAP inh hiacc -2, FLuc act counter 1, PMI act 1 and APP 5'UTR act 4.
For S=C(Nc1ccc(Cl)c(Cl)c1)NC1CCCCC1 the results were FLuc inh counter -6, PMI act satM6P 0.9, bIAP act 0.9, NF-kB neuron act 1.2, TNAP act hi DEA 1, TNAP inh no acc -8, TNAP inh hiacc -4, FLuc act counter 1.1, PMI act 0.9 and APP 5'UTR act -14.
`COc1ccc(C2CC(=O)C3=C(C2)Nc2ccccc2NC3c2coc3ccccc3c2=O)cc1OC` (stereo not given) gave FLuc inh counter -6, PMI act satM6P 1, bIAP act 0.1, NF-kB neuron act 0.86, TNAP act hi DEA 1, TNAP inh no acc -17, TNAP inh hiacc 1, FLuc act counter 1.1, PMI act 0.8 and APP 5'UTR act 13.
Screening CCC(C)(C)n1nnnc1CN1CCN(c2ccc(OC)cc2)CC1 returned FLuc inh counter -10, PMI act satM6P 0.8, bIAP act 1, NF-kB neuron act 1, TNAP act hi DEA 1.1, TNAP inh no acc -6, TNAP inh hiacc -6, FLuc act counter 1.1, PMI act 0.9 and APP 5'UTR act -11.
For CCc1ccc2[nH]c(=O)c(C(c3nnnn3CCOC)N3CCN(c4ccc(F)cc4)CC3)cc2c1 (stereo not given) the results were FLuc inh counter -8, PMI act satM6P 1.7, bIAP act 1, NF-kB neuron act 0.74, TNAP act hi DEA 1, TNAP inh no acc 0, TNAP inh hiacc 2, FLuc act counter 1.1, PMI act 1.3 and APP 5'UTR act -8.
`CCCOP(=O)(c1ccc(N(C)C)cc1)C(O)c1ccccc1OC` (stereo not given) gave FLuc inh counter -7, PMI act satM6P 1, bIAP act 0.9, NF-kB neuron act 1.3, TNAP act hi DEA 1.1, TNAP inh no acc -10, TNAP inh hiacc -6, FLuc act counter 1.1, PMI act 1 and APP 5'UTR act 14.
For CCOc1ccc(S(=O)(=O)Nc2cc(C)ccn2)c2ccccc12 the results were FLuc inh counter -4, PMI act satM6P 1, bIAP act 0.8, NF-kB neuron act 1.4, TNAP act hi DEA 1, TNAP inh no acc -4, TNAP inh hiacc 2, FLuc act counter 1, PMI act 1 and APP 5'UTR act 7.
For O=C(CCc1ccccc1)NCCC1=CCCCC1 the results were FLuc inh counter -4, PMI act satM6P 1, bIAP act 1.1, NF-kB neuron act 1.7, TNAP act hi DEA 1, TNAP inh no acc -1, TNAP inh hiacc 0, FLuc act counter 1, PMI act 1.1 and APP 5'UTR act 4.
For CC1(C)Cc2c(C#N)c(NCCN3CCOCC3)nc(-c3ccco3)c2CO1 the results were FLuc inh counter -2, PMI act satM6P 1.1, bIAP act 1, NF-kB neuron act 1.2, TNAP act hi DEA 1.1, TNAP inh no acc 6, TNAP inh hiacc -6, FLuc act counter 1, PMI act 1.1 and APP 5'UTR act 1.
For Cc1ccc(S(=O)(=O)NCCNc2ccc([N+](=O)[O-])cc2C(F)(F)F)cc1 the results were FLuc inh counter 4, PMI act satM6P 1, bIAP act 0.6, NF-kB neuron act 1.1, TNAP act hi DEA 0.9, TNAP inh no acc 7, TNAP inh hiacc 10, FLuc act counter 1, PMI act 0.9 and APP 5'UTR act -7.
Nc1c(NC2CCCCC2)c2ccccc2oc1=O was read as FLuc inh counter -5, PMI act satM6P 1, bIAP act 0.9, NF-kB neuron act 1.2, TNAP act hi DEA 1, TNAP inh no acc -11, TNAP inh hiacc -4, FLuc act counter 1.1, PMI act 0.9 and APP 5'UTR act 6.
`CC(C)[C@H](NC(N)=O)C(=O)Nc1cccc([N+](=O)[O-])c1` gave FLuc inh counter -5, PMI act satM6P 1, bIAP act 1, NF-kB neuron act 1.2, TNAP act hi DEA 1.1, TNAP inh no acc -18, TNAP inh hiacc -7, FLuc act counter 1, PMI act 1 and APP 5'UTR act -3.
`COc1cc([N+](=O)[O-])ccc1-c1ccc(C(=O)Nc2ccc(NC(C)=O)cc2)o1` gave FLuc inh counter 2, PMI act satM6P 1.3, bIAP act 1, NF-kB neuron act 1, TNAP act hi DEA 0.9, TNAP inh no acc 5, TNAP inh hiacc 8, FLuc act counter 1, PMI act 1.2 and APP 5'UTR act -1.
O=C(c1ccc(Cl)c(Cl)c1)N1CCC(=O)N(C(COCc2ccccc2)Cc2ccccc2)CC1 (stereo not given) was read as FLuc inh counter -5, PMI act satM6P 0.9, bIAP act 0.9, NF-kB neuron act 0.6, TNAP act hi DEA 1.1, TNAP inh no acc -8, TNAP inh hiacc -6, FLuc act counter 1.1, PMI act 0.9 and APP 5'UTR act 15.
`Cc1ccccc1C(=O)/C=C1/SCC(=O)N1C` gave FLuc inh counter -6, PMI act satM6P 1, bIAP act 0.9, NF-kB neuron act 1.1, TNAP act hi DEA 1.1, TNAP inh no acc -6, TNAP inh hiacc -7, FLuc act counter 1.1, PMI act 1 and APP 5'UTR act -12.
For CC1=C(C(N)=O)C(c2cccs2)NC(=S)N1 (stereo not given) the results were FLuc inh counter -2, PMI act satM6P 1.1, bIAP act 1, NF-kB neuron act 0.94, TNAP act hi DEA 1, TNAP inh no acc -8, TNAP inh hiacc -4, FLuc act counter 1, PMI act 1.1 and APP 5'UTR act -15.
Screening O=C(NCc1ccco1)c1ccc(CS(=O)(=O)Cc2ccc(Cl)cc2)o1 returned FLuc inh counter -8, PMI act satM6P 0.9, bIAP act 0.9, NF-kB neuron act 1.1, TNAP act hi DEA 1.1, TNAP inh no acc -14, TNAP inh hiacc -6, FLuc act counter 1.1, PMI act 0.9 and APP 5'UTR act 4.
CCc1ccc(-n2c(SCc3c(C)noc3C)nnc2-c2ccncc2)cc1 was read as FLuc inh counter -3, PMI act satM6P 1, bIAP act 1.1, NF-kB neuron act 0.98, TNAP act hi DEA 1, TNAP inh no acc -6, TNAP inh hiacc -3, FLuc act counter 1, PMI act 0.9 and APP 5'UTR act -2.
Screening CC/C(=N\NC(=O)c1ccc(N(C)C)cc1)c1ccccc1 returned FLuc inh counter 9, PMI act satM6P 1.1, bIAP act 1, NF-kB neuron act 1.4, TNAP act hi DEA 1, TNAP inh no acc -14, TNAP inh hiacc 0, FLuc act counter 0.9, PMI act 1 and APP 5'UTR act 12.
Cc1c2cnn(CC(=O)N3CCN(c4ncccn4)CC3)c(=O)c2c(C)n1Cc1ccc(F)cc1 was read as FLuc inh counter -10, PMI act satM6P 1, bIAP act 1, NF-kB neuron act 0.99, TNAP act hi DEA 1, TNAP inh no acc -15, TNAP inh hiacc -2, FLuc act counter 1.1, PMI act 1 and APP 5'UTR act 12.
COC(=O)[C@@]1(Cc2ccc(F)cc2)[C@H]2c3cc(C(=O)N(C)C)n(Cc4nc5ccccc5[nH]4)c3C[C@H]2CN1C(=O)c1ccccc1 was read as FLuc inh counter 0, PMI act satM6P 1.2, bIAP act 1.1, NF-kB neuron act 0.68, TNAP act hi DEA 1, TNAP inh no acc -6, TNAP inh hiacc 0, FLuc act counter 1, PMI act 1.2 and APP 5'UTR act -2.
Cc1ccc(S(=O)(=O)c2c(N)n(Cc3ccco3)c3nc4ccccc4nc23)cc1C was read as FLuc inh counter 0, PMI act satM6P 1.3, bIAP act 1, NF-kB neuron act 0.66, TNAP act hi DEA 1, TNAP inh no acc -1, TNAP inh hiacc 4, FLuc act counter 1, PMI act 1.1 and APP 5'UTR act 6.

Of the compounds above, these have an aryl thioether with sulfur outside any ring.
For COc1ccc(NC(=O)CSc2nnc(-c3cccs3)n2-c2ccccc2)cc1 the results were FLuc inh counter -4, PMI act satM6P 1, bIAP act 0.8, NF-kB neuron act 0.88, TNAP act hi DEA 1, TNAP inh no acc -17, TNAP inh hiacc -2, FLuc act counter 1, PMI act 1 and APP 5'UTR act -8.
CN(C)C(=O)c1ccccc1Sc1ccc(Cl)cc1Cl was read as FLuc inh counter -3, PMI act satM6P 1, bIAP act 0.9, NF-kB neuron act 0.99, TNAP act hi DEA 1.1, TNAP inh no acc -15, TNAP inh hiacc -5, FLuc act counter 1, PMI act 1 and APP 5'UTR act 1.
CCc1ccc(-n2c(SCc3c(C)noc3C)nnc2-c2ccncc2)cc1 was read as FLuc inh counter -3, PMI act satM6P 1, bIAP act 1.1, NF-kB neuron act 0.98, TNAP act hi DEA 1, TNAP inh no acc -6, TNAP inh hiacc -3, FLuc act counter 1, PMI act 0.9 and APP 5'UTR act -2.
